CBFb-RUNX1 inh: qHTS Assay for Compounds Blocking the Interaction Between CBF-beta and RUNX1 for the Treatment of Acute Myeloid Leukemia | Runt-related transcription factor 1 (Homo sapiens) + Core-binding factor subunit beta … | AlphaScreen CBFb-His/RUNX1-biotin binding, biochemical | Potency, µM (doses to about 59.8 µM), inactives show at the top dose activity, negative = inhibition, usual class: inhibitors | 230,000 tested, under 10 active; further: % of control where 0% means no effect
Target sequence (Q01196 whole entry, looked up): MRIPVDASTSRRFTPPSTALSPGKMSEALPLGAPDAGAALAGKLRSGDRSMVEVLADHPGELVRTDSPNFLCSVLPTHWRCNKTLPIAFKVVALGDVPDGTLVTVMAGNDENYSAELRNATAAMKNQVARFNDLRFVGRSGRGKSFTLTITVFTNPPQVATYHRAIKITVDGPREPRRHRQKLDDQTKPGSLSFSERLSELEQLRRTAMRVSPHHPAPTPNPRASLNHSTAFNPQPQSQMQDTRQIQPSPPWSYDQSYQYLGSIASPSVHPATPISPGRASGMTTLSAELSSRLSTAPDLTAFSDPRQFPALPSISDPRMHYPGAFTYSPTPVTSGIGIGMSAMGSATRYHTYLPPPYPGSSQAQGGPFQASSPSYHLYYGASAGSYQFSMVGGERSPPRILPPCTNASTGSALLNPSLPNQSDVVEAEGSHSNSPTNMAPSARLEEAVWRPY
Target sequence (Q13951 whole entry, looked up): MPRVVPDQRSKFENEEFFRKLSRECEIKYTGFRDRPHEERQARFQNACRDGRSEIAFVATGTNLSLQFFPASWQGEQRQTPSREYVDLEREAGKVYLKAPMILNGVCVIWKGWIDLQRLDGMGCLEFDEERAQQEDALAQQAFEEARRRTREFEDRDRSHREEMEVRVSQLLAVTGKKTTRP
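Interaction loss through any mechanism counts as activity. Pre-formed complex of His-CBF-beta and biotin-RUNX1 (30 nM apiece) is incubated with compound 15 min, then with 50 ng nickel and 50 ng streptavidin beads for 90 min before AlphaScreen detection.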
HTT aggregate: qHTS Multiplex Assay to Identify Dual Action Probes in a Cell Model of Huntington: Aggregate Formation (GFP); PC12 HttQ103-GFP aggregates, Acumen cytometry, 40 h; Potency, µM (series often up to 46.1 µM), for inactives: at the top dose activity change, negative = inhibition, hits mostly inhibitors; 1.1% of 220,000 active; AID 1688, 2009; further: potency means the concentration at half of the fitted maximal effect; on the % scale 0 is the no-effect control and ±100 the full control effect; nearly all actives have a fitted effect of over 60% in size
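Quantitative HTS on tebufenozide-induced (100 nM) PC12 cells stably expressing polyQ103 Huntingtin exon 1–GFP. Reduction of bright GFP aggregates, detected by laser scanning cytometry after lysis, identified actives across the titration.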
HTT cytoprotect: qHTS Multiplex Assay to Identify Dual Action Probes in a Cell Model of Huntington: Cytoprotection (ATP); PC12 HTT-Q103 induced, cytoprotection, ATP luminescence, 40 h; Potency, µM (doses to about 56.4 µM), for the others: cytoprotection (ATP increase), most hits filed as activators; 0.14% of 230,000 active;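 further: potency means the concentration at half of the fitted maximal effect; % of control where 0% means no effect; nearly all actives have a fitted effect of over 45% in size; toxic huntingtin expression switched on by the ecdysone agonist tebufenozide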
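Cells were plated at 1500 per well in phenol red-free DMEM with 5% equine and 5% calf serum. Tebufenozide (100 nM final) and compounds were added, then ATPlite reagent, and luminescence was read.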
Luc counter: Counterscreen for Luciferase (Kinase-Glo TM) Inhibition. Luciferin 4-monooxygenase (Photuris pensylvanica), Q27757. Kinase-Glo luciferase, ATP luminescence, 8 min. Potency, µM (series often up to 38.3 µM), without a hit: top-dose activity change, negative = inhibition, hits mostly inhibitors. 0.28% of 200,000 active; further: potency means the concentration at half of the fitted maximal effect; on the % scale 0 is the no-effect control and ±100 the full control effect; nearly all actives have a fitted effect of over 60% in size
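Light output from Kinase-Glo luciferase with luciferin and 10 uM ATP in 50 mM imidazole pH 7.2, KCl, MgCl2, Tween 20, BSA; compound pin-delivered, 8-min ambient incubation, then luminescence read.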
LMNA splice mod: qHTS Assay for Modulators of Lamin A Splicing; Potency, µM (doses to about 46.1 µM), inactives show at the top dose ratio change, negative = inhibition, usual class: inhibitors; HeLa LMNA splicing GFP/RFP minigene ratio, 48 h; 0.01% of 200,000 active; active means well fitted inhibition curve with a large enough effect in the signal ratio, with a control signal flat, not every such curve was filed as active; inconclusive means small, poorly fitted or top-dose-only effect, or effect the other way, or a change in a side signal; the % refers to the signal ratio; further: potency means the concentration at half of the fitted maximal effect; on the % scale 0 is the no-effect control and ±100 the full control effect
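Read-out is the ratio of GFP to DsRed2 object intensity, acquired by 488 nm laser-scanning cytometry on HeLa lamin A-EGFP minigene reporter cells. Compound incubation 48 hrs at 37 °C in Opti-MEM with 2% FBS; DMSO 0.5% final.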
IMPase Li inh: qHTS Assay for Identifying the Cell-Membrane Permeable IMPase Inhibitors: Potentiation with Lithium. AID 1457, 2008. CHO-M1 cells, IP1 TR-FRET (IP-One), carbachol + lithium. Potency, µM (titrated, usually from 59.4 µM), for inactives: at the top dose activity, negative = IMPase inhibition, hits mostly inhibitors. 0.35% of 210,000 active;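 further: IP1 builds up when IMPase is blocked and the TR-FRET signal falls; potency means the concentration at half of the fitted maximal effect; plate controls were basal vehicle for no effect and high inhibitor control for full effect; nearly all actives have a fitted effect of over 50% in size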
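Steps: plate 2000 CHO-M1 cells per well and culture 16–30 h; add compound and lithium; incubate 30 min, 37C; add d2-IP1 tracer and Eu cryptate anti-IP1 antibody in lysis buffer; read after 10 min at room temperature.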
SMN2 splice enh: qHTS Assay for Enhancers of SMN2 Splice Variant Expression | HEK293 SMN2-luciferase splicing reporter, luminescence, 30-36 h | 2.8% of 210,000 active | Potency, µM (titrated, usually from 46.1 µM), inactives show at the top dose activity change, positive = activation, hits mostly activators; further: potency means the concentration at half of the fitted maximal effect; % of control where 0% means no effect; nearly all actives have a fitted effect of over 55% in size
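HEK293 cells carry an SMN2 […]–luciferase reporter in which exon 7 inclusion puts luciferase in frame. Cells were plated 10-12 h before compound addition, then incubated 30-36 h at 37C. ONE-Glo luminescence was read; sodium butyrate at 4.5 mM final served as control.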
* hit, by the source's call; ? = inconclusive; nt = not tested or not shown; & = joins results of further samples; [ ] = another dose, or the depositor's remark. Unless noted, the call rests on the fitted dose curve; in most records, active means well fitted curve in the direction sought with a large enough effect; inconclusive means small, poorly fitted or top-dose-only effect, or another doubt; inactive means no such curve, though single readings can be large; an effect the other way counts as inactive or inconclusive.

The line under a structure holds: CBFb-RUNX1 inh	HTT aggregate	HTT cytoprotect	Luc counter	LMNA splice mod	IMPase Li inh	SMN2 splice enh
[1] NC(=O)c1ccc(NC(=O)CCC(=O)N2CCN(S(=O)(=O)c3ccc(Cl)cc3)CC2)cc1
    -8%	14%[9.22 µM]	-2%[10 µM]	nt	nt	nt	nt
[2] Cc1cc(C)cc(N(C(=O)c2csnn2)C(C(=O)NC(C)(C)C)c2cccnc2)c1 (centres undefined)
    3%	42%[9.22 µM]	35%[10 µM]	-1%	nt	8%	14%
[3] Cn1cccc1/C=C1/SC(=S)N(CC(=O)O)C1=O
    -8%	8%	-26%	1%	nt	23%	79%
[4] COc1cccc(/C=N/NC(=O)C(=O)NCc2ccco2)c1OC
    6%	10%	12%[10 µM]	-2%	-3%	2%	18%
[5] O=C(CC12CC3CC(CC(C3)C1)C2)N1CCN(S(=O)(=O)c2cccs2)CC1
    15%	33%	nt	-1%	-1%	11%	-4%
[6] C[n+]1ccc(/C=C/c2c[nH]c3ccccc23)cc1
    14%	-9%	5%[10 µM]	-3%	?	33%[activator]	-22%
[7] CC(C)CCNC(=O)c1onc(CSc2ccc(F)c(F)c2)c1C(=O)NCCC(C)C
    28%	-32%[9.22 µM]	-12%[10 µM]	nt	nt	nt	nt
[8] Cc1nn(-c2ccccc2)c(C)c1C(=O)Nc1ccc(N2CCOCC2)cc1
    0%	11%	nt	0%	nt	7%	9%
[9] Cc1sc(=NC(=O)c2ccco2)n(C)c1-c1ccccc1
    5%	-15%	-144%[inhibitor]	-10%	3%	1%[38.3 µM]	2.2µM*
[10] Cc1cc(C)c2c(N)c(C(=O)c3ccccc3)sc2n1
    13%	-21%[9.22 µM]	-4%[10 µM]	nt	nt	nt	nt
[11] CCN(Cc1nc(-c2ccc(Cl)cc2)no1)CC1CCCO1 (centres undefined)
    17%	-12%	-26%	2%	nt	6%	nt
[12] COc1ccccc1N1CCN(CCCCN2C(=O)CCC2=O)CC1
    21%	nt	?	0%	nt	7%&10%	0%
[13] COc1cc2c(cc1OC)C(C)N(C(=O)c1cc3c(s1)-c1ccccc1OC3)CC2 (centres undefined)
    1%[2.36 µM]	?	nt	0%	?	4%	-7%
[14] CN(Cc1ccccc1)C(=O)COC(=O)C1=NNC(=O)CC1
    0%	14%	nt	2%	6%	0%	-7%
[15] C[C@@]1(C(NC(=O)c2ccc(-c3ccccc3)cc2)c2ccc(Cl)cc2)C[C@H]1C1CCCCC1 (some centres undefined)
    9%	nt	1%	-4%	nt	1%	5%
[16] COc1ccc(N2C(=S)NC3N2C(=S)NC3(C)c2ccccc2)cc1 (centres undefined)
    3%	-8%	-56%[inhibitor]	4%	nt	-3%	?
[17] CCC(CC)c1nnc(NC(=O)c2cc(-c3ccccc3)nc3ccccc23)s1
    -1%	-8%	14%[10 µM]	nt	?	nt	nt
[18] O=C1C2C3C=CC(C4CC34)C2C(=O)N1/N=C/c1ccc(-c2ccc([N+](=O)[O-])cc2)o1 (centres undefined)
    0%	14%	-19%	2%	?	14%	-15%
[19] COc1cnc(-c2ccccc2)[nH]c1=O
    0%	2%	3%	-2%	11%[46 µM]	5%	5%
[20] CCCCC(OC(=O)c1cc2occc2n1C)C(=O)NCC1CCCO1 (centres undefined)
    1%	26%	13%[10 µM]	-6%	1%	1%[38.3 µM]	-3%
[21] CC(C)(OC(=O)NC(=O)C(F)(F)F)C(C)(C)OC(=O)NC(=O)C(F)(F)F
    16%	15%[9.22 µM]	22%[10 µM]	-2%	8%[46 µM]	0%	nt
[22] COC(=O)c1sc2ncn(-n3c(C)ccc3C)c(=O)c2c1C
    -7%	-8%[9.22 µM]	-7%	2%	-5%	-4%[38.3 µM]	-16%
[23] Cc1cccc(Oc2coc3cc(OC(=O)c4cncc(Br)c4)ccc3c2=O)c1
    -4%	4%	-6%[10 µM]	0%	?	-14%	10%
[24] CC(C)(C)OC(=O)NCCCC[C@@H](C(=O)N1CCN(C(=O)OC(C)(C)C)CC1)n1cc(C(CO)NC(=O)OC(C)(C)C)nn1 (some centres undefined)
    11%	1%[9.22 µM]	20%[10 µM]	nt	nt	1%	nt
[25] O=C(Nc1cccc(F)c1)c1cc(S(=O)(=O)N2CCC(C(=O)O)CC2)ccc1F
    3%	17%	4%	1%	?	0%[38.3 µM]	-14%
[26] NC(=O)c1sc2nc3c(c(-c4cccs4)c2c1N)CCCCC3
    6%	nt	0%	1%	?	-5%[38.3 µM]	-23%
[27] CN1CCN(c2ccc(NC(=O)c3ccc(-c4cccc([N+](=O)[O-])c4)o3)cc2)CC1
    -4%	-30%	-181%[inhibitor]	5%	nt	23%	-5%
[28] Cc1cc(C)nc(N/N=C/c2ccccc2OCc2ccc(Br)cc2)n1
    0%	?	4%[10 µM]	0%	?	6%	13µM*
[29] O=C(COc1ccccc1)NNC(=O)c1cccs1
    1%	-3%	40%[10 µM]	-1%	-6%	-8%	5%
[30] CCc1nc2sc3ccccc3c(=O)c2c(=O)n1CCOC
    -1%	18%	-13%	0%	6%	13%[38.3 µM]	-5%
[31] CNc1ccc(/C=C/C(=O)c2cccc3ccccc23)cc1[N+](=O)[O-]
    -9%	-1%	31%[10 µM]	-4%	-22%	1%	-16%
[32] CCc1ccc(Nc2nnc(SC3CCOC3=O)s2)cc1 (centres undefined)
    0%	-3%	-12%[10 µM]	3%	-12%	-10%	3%
[33] CCN(C(=O)COc1ncnc2scc(-c3ccc(F)cc3)c12)C1CCS(=O)(=O)C1 (centres undefined)
    2%	-32%	-19%[4.97 µM]	-2%	11%	21%[38.3 µM]	7%
[34] CCC(=O)N(Cc1cc2ccc(C)cc2n2nnnc12)C1CCCCC1
    8%	-6%	10%[1.9 µM]	5%	-6%	19%	-3%
[35] COc1ccc(/C(N)=N/OC(=O)CCc2ccccc2)cc1OC
    24%	-13%	-43%[inhibitor]	0%	15%[46 µM]	7%	3%
[36] O=C(NC1CCCCC1)C(c1ccccc1F)N(Cc1ccco1)C(=O)Cn1nnc2ccccc21 (centres undefined)
    0%	?	-12%	-5%	8%	12%[38.3 µM]	19%
[37] Cc1cccc(C)c1NC(=O)Cn1nnnc1N
    8%	24%	-15%	-2%	-13%[9.22 µM]	1%	-8%
[38] CC(O)CNc1ncnc2nc[nH]c12 (centres undefined)
    3%	-6%	-32%	-10%	-5%	-1%[38.3 µM]	28%
[39] COC(=O)c1ccc(C2C(Oc3ccccc3C)C(=O)N2CCc2ccc(OC)c(OC)c2)cc1 (centres undefined)
    0%	23%	38%	4%	-2%	43%[activator][38.3 µM]	-15%
[40] COc1ccc(-c2noc(CCCc3ccccc3)n2)cc1OC
    26%	4%	-6%[0.074 µM]	-1%	?	20%[38.3 µM]	5%
[41] COc1ccc(C)cc1NC(=O)CCCN1C(=S)NC(C)(C)CC1C (centres undefined)
    6%	-6%	2%[10 µM]	0%	-10%	1%	-6%[1.84 µM]
[42] Nc1nc(SCC(=O)c2ccc(F)cc2)n[nH]1
    9%	21%	-8%[10 µM]	2%	-11%[46 µM]	2%	5%
[43] O=C(Nc1ccccn1)[C@@H]1CCC(=O)N1C(=O)OCc1ccccc1
    13%	-1%	13%	0%	1%	-13%[38.3 µM]	-17%
[44] COc1ccc(C(=O)NNC(=S)NC(=O)c2cccnc2)cc1
    -4%	-4%[9.22 µM]	2%[10 µM]	-1%	-14%[46 µM]	2%	nt
[45] CCc1ccc(Nc2nnc(SCC(=O)N(C)CC(=O)Nc3ccccc3CC)s2)cc1
    -4%	-9%	-6%[0.074 µM]	-1%	?	1%	-18%
[46] COc1cc(/C=N/NC(=O)CSc2nc3ccccc3n2C)cc(OC)c1OC
    0%	-5%	-7%[10 µM]	2%	-9%	4%	15%
[47] O=c1cc(-c2cccc(F)c2)[nH]c2ccc(Cl)cc12
    8%[89.1 µM]	nt	-219%[inhibitor][96.6 µM]	2%[39.9 µM]	nt	?	nt
[48] CCOC(=O)C1=C(c2ccccc2)Nc2ncnn2C1c1cccc(OC)c1OC (centres undefined)
    2%	17%	-4%[10 µM]	2%	8%	-9%[38.3 µM]	0%
[49] Cc1onc(-c2ccccc2Cl)c1C(=O)N(C)C1CCCCC1
    0%	14µM*	16%	1%	?	11%[38.3 µM]	-10%
[50] O=C(CN1C(=O)CC(c2ccco2)Sc2ccccc21)NCc1ccc2c(c1)OCO2 (centres undefined)
    -2%	-3%	12%[10 µM]	1%	-6%	4%	?
[51] O=C(Nc1ccc2c(c1)OCCO2)N1CCN(c2ccccc2)CC1
    0%	-1%	5%	-1%	-4%	-11%[38.3 µM]	4%
[52] Cc1cc(=O)n2[nH]c(COc3ccccc3)nc2n1
    17%	-1%	-2%[10 µM]	-6%	0%	11%[38.3 µM]	6%
[53] COC(=O)c1ccc(C)c(NC(=S)NCc2ccc(Cl)cc2)c1
    -1%	-8%	27%[10 µM]	4%	-5%	2%	2%

Ordered by formula weight (descending): some entries from above
The line under a structure holds: CBFb-RUNX1 inh	HTT aggregate	HTT cytoprotect	Luc counter	LMNA splice mod	IMPase Li inh	SMN2 splice enh
[2] Cc1cc(C)cc(N(C(=O)c2csnn2)C(C(=O)NC(C)(C)C)c2cccnc2)c1 (centres undefined)
    3%	42%[9.22 µM]	35%[10 µM]	-1%	nt	8%	14%
[26] NC(=O)c1sc2nc3c(c(-c4cccs4)c2c1N)CCCCC3
    6%	nt	0%	1%	?	-5%[38.3 µM]	-23%
[42] Nc1nc(SCC(=O)c2ccc(F)cc2)n[nH]1
    9%	21%	-8%[10 µM]	2%	-11%[46 µM]	2%	5%

Random draw from the library. About 4% of those tested had a hit in this group.
